AID inh – activation induced cytidine deaminase inhibition; Q9GZX7; 0.32% of 91,000 active; AID 1347428; Potency, µM (highest dose often 115 µM), for the others: top-dose activity change, negative = inhibition, actives largely listed as inhibitors; AID deamination FRET fluorescence, UDG-coupled, 4 h; further: nearly all actives have a fitted effect of over 25% in size
Target sequence (Q9GZX7 whole entry, looked up): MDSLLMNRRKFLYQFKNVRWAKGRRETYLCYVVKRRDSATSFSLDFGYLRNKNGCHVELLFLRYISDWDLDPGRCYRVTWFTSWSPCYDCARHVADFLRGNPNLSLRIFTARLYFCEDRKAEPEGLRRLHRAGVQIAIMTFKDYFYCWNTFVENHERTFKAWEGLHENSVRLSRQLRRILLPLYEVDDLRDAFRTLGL
UDG counter – counter-screen for AID inhibitors: uracil-DNA glycosylase inhibition; FRET deamination/UDG coupled assay, UDG read, 4 h; Potency, µM (highest dose often 115 µM), without a hit: top-dose activity change, negative = inhibition, most hits filed as inhibitors; 0.14% of 91,000 active; AID 1347430; further: nearly all actives have a fitted effect of over 65% in size
Numbers without * were called inactive; u = inconclusive; [ ] = another dose, or the depositor's remark. The call rests on the fitted dose curve; in most records, active means well fitted curve in the direction sought with a large enough effect; inconclusive means small, poorly fitted or top-dose-only effect, or another doubt; inactive means no such curve, though single readings can be large; an effect the other way counts as inactive or inconclusive. On the % scale 0 is the no-effect control and ±100 the full control effect; potency means the concentration at half of the fitted maximal effect. These rows are one share of the data, so the mix of outcomes need not match the whole.

Every second line gives: AID inh	UDG counter
O=C(O)CCc1cccc(Br)c1
    -0.5%	0.6%
CCC(CC)c1nn2c(=O)cc(COc3ccc(NC(=O)c4cccc(C)c4)cc3)nc2s1
    8.4%	1.0%
Cc1c(C(=O)OCc2ccccc2)[nH]c2c1C(=O)CC(c1ccc(Cl)cc1)C2 (configuration not stated)
    -0.7%	0.1%
COC(=O)c1ccc(COc2cccc(C=O)c2)o1
    -10.7%	-1.5%
CCn1nc(-c2ccc(C)c(S(=O)(=O)N3CCCC3)c2)c2c(c1=O)CCCC2
    -23.5%	-11.7%
CC(=O)c1c(C)cc(C)c(COC(=O)c2ccccn2)c1C
    -0.2%	3.7%
COc1ccccc1Nc1c2c(nc3ccc(NC(=O)c4cccc(OC)c4OC)cc13)CCCC2
    u	-1.2%
CCCCS(=N)(=O)CC[C@H](N)C(=O)O (some centres not stated)
    -1.5%	-0.7%
COC(=O)CCn1c(SC(C)C(=O)c2ccc(F)c(F)c2)nc2ccccc2c1=O (configuration not stated)
    -4.8%	5.0%
CNC(=O)C1CCC(Cn2c(=O)[nH]c3ccsc3c2=O)CC1 (configuration not stated)
    1.5%	14.6%
O=[N+]([O-])c1cc(-c2nc(-c3ccncc3)no2)ccc1NCc1ccccc1
    31.3%	-2.3%
CCCCn1nc(C(=O)NCCN2CCOCC2)c2ccccc2c1=O
    2.9%	8.2%
CCOC(=O)C(NC=O)C(OC(=O)CC1c2ccccc2-c2ccccc21)c1ccccc1 (configuration not stated)
    -8.0%	7.9%
Cc1cccc(C)c1OCc1nc2c3cnn(-c4cccc(F)c4)c3ncn2n1
    -3.4%	-1.5%
COc1ccc(CNC(=O)c2ccc(NC(=O)N3CCCCc4ccccc43)cc2)c(OC)c1
    -2.5%	13.5%
CSc1ccc(CCNS(=O)(=O)c2ccc3c(c2)C(C)(C)C(=O)N3C)cc1
    6.0%	3.9%
CCOc1ccc(NC(=O)c2cc3cc(OCC)ccc3n2C)cc1
    1.0%	1.7%
O=C(Nc1ncc(Cc2ccc(Cl)cc2)s1)c1ccc2c(c1)CC(c1ccccc1)OC2=O (configuration not stated)
    2.9%	-7.1%
N#Cc1nc(C2CC2)oc1N1CCN(CC(=O)NC(=O)NC2CCCC2)CC1
    -15.6%	-10.2%
COc1ccccc1CNC(=O)c1ccc(N2CCCC2)c(NC(=O)NCc2ccc(F)cc2)c1
    -8.8%	3.7%

The final six entries of the part above open the next one.
Every second line gives: AID inh	UDG counter
COc1ccc(CNC(=O)c2ccc(NC(=O)N3CCCCc4ccccc43)cc2)c(OC)c1
    -2.5%	13.5%
CSc1ccc(CCNS(=O)(=O)c2ccc3c(c2)C(C)(C)C(=O)N3C)cc1
    6.0%	3.9%
CCOc1ccc(NC(=O)c2cc3cc(OCC)ccc3n2C)cc1
    1.0%	1.7%
O=C(Nc1ncc(Cc2ccc(Cl)cc2)s1)c1ccc2c(c1)CC(c1ccccc1)OC2=O (configuration not stated)
    2.9%	-7.1%
N#Cc1nc(C2CC2)oc1N1CCN(CC(=O)NC(=O)NC2CCCC2)CC1
    -15.6%	-10.2%
COc1ccccc1CNC(=O)c1ccc(N2CCCC2)c(NC(=O)NCc2ccc(F)cc2)c1
    -8.8%	3.7%
O=C(c1cc2c(F)cccc2s1)N1CCCC1Cc1ccccc1 (configuration not stated)
    -17.0%	-12.6%
CCc1ccccc1NC(=O)N(C)CCc1c(C)nn(C)c1C
    -0.6%	-2.8%
COc1ccccc1OCCCCn1c(-c2ccc(Cl)cc2)nc2ccccc2c1=O
    4.4%	0.1%
CCN(CC)S(=O)(=O)c1cc(-c2n[nH]c(=O)c3ccccc23)ccc1C
    -8.4%	6.6%
CC(NC(=O)c1ccc2c(c1)NC(=O)CO2)c1cccs1 (configuration not stated)
    -4.4%	3.1%
COc1ccc(C(=O)N(CC#N)C2CC2)cc1OC
    1.3%	-0.9%
CCc1ccc(Cc2cnc(NC(=O)c3ccc4c(c3)CC(c3ccccc3)OC4=O)s2)cc1 (configuration not stated)
    11.0%	-4.9%
COc1ccc(Cn2cc(S(=O)(=O)c3ccc(C)cc3)c(=O)c3cc(F)ccc32)cc1
    9.6%	-13.4%
O=C1CCCC2=C1C(c1ccc(Cl)cc1)c1c([nH]n(-c3ccccc3)c1=O)N2 (configuration not stated)
    1.0%	0.9%
Cc1nc2scc(C)n2c(=O)c1S(=O)(=O)N1CCN(c2cccc(C(F)(F)F)c2)CC1
    u	0.8%
COc1ccc(CN2COc3ccc4c(oc(=O)c5ccccc54)c3C2)cc1OC
    6.0%	29.7%
COc1ccccc1CNC(=O)c1cc2c(-c3ccc(Cl)cc3)nn(C)c2s1
    -16.6%	-4.3%[57.5 µM]
COc1ccc(CCNC(=O)C(C)n2nc(C)c3sc4ccccc4c3c2=O)cc1OC (configuration not stated)
    u	0.0%
CC(C)(C)NC(=O)c1cccc(NC(=O)c2ccc(Cl)cc2Cl)c1
    -4.6%	4.3%
O=C(Nc1ccc(F)cc1F)c1cc2nc(-c3ccco3)cc(C(F)(F)Cl)n2n1
    11.0%	6.4%
Cc1csc(CNC(=O)c2scnc2C)n1
    9.2%	-3.3%
COc1ccc(NC(=O)c2nn(C)c3c2CS(=O)(=O)c2ccccc2-3)cc1Cl
    10.4%	-4.2%
O=C(Cn1cc(S(=O)(=O)Cc2ccccc2F)c2ccccc21)Nc1ccc(F)c(Cl)c1
    18.8%	16.2%
Cc1cccnc1NC(=O)C1CC(=O)N(Cc2ccc(F)cc2)C1 (configuration not stated)
    -5.5%	-4.3%
Cc1c(-c2ccc(Cl)cc2)c(=O)oc2c(CN3CCOCC3)c(O)ccc12
    3.7%	3.7%
Cn1c(=O)n(CCCc2ccccc2)c(=O)c2c1nc1n2CCN1c1ccc(F)cc1
    -4.6%	2.4%
COC(=O)c1cc2oc3ccccc3c2n1Cc1ccccc1Cl
    5.6%	3.5%
O=C(CSC1=Nc2ccccc2C2=NC(Cc3ccccc3)C(=O)N12)Nc1ccccc1C(F)(F)F (configuration not stated)
    -15.0%	6.6%
CCc1cccc(NC(=O)CCNS(=O)(=O)c2cccc3nonc23)c1
    15.0%	-10.8%
COc1ccc2c(c1)c1c(c(=O)n(Cc3ccccc3)c(=O)n1Cc1ccccc1)n2C
    21.5%	3.0%
COc1ccc(CNC(=O)C2=CC(c3cccc(OC)c3)=NS(=O)(=O)N2C)cc1
    -2.7%	-0.6%
CCN(CC)CCNc1nc2c(c(=O)n(C)c(=O)n2C)n1Cc1ccc(Cl)cc1Cl
    -6.9%	6.5%
CCCC(=O)Nc1nc2c(s1)CC(C(C)(C)C)CC2 (configuration not stated)
    0.0%	49.9%[activator]
COc1ccc(NC(=O)c2ccccc2NC(=O)CSc2nc3ccc(C)cc3[nH]2)cc1
    -0.3%	0.2%
CCCCNc1nc2ccccc2c2nc(-c3ccccc3)nn12
    1.1%	u
N#Cc1c(-c2ccccc2)cc(-c2ccccc2)c(C#N)c1N
    1.5%	-4.2%
Cc1ccc(CNC(=O)C2(c3cccs3)CCOCC2)cc1
    -0.8%	u
CC(C)OCCCNC(=O)c1ccc2c(c1)NC(=O)c1ccccc1S2
    3.0%	14.9%
CCOC(=O)c1oc2cc(OC(C)=O)ccc2c(=O)c1-c1ccc(OC)c(OC)c1
    -1.8%	3.0%
Cc1n[nH]c(C)c1S(=O)(=O)Nc1cccc([N+](=O)[O-])c1
    10.6%	10.8%
CC(NC(=O)Cn1c(=O)oc2cc(S(=O)(=O)NCc3ccccc3)ccc21)c1ccccc1 (configuration not stated)
    15.8%	14.6%
O=C(CCc1ccccc1)Nc1ccc2c(c1)CCC2
    1.3%	-4.2%
Cc1ccccc1CNC(=O)C1CCCN(c2nnc(-n3c(C)ccc3C)s2)C1 (configuration not stated)
    23.8%	0.0%
COC(=O)c1ccn[nH]1
    1.1%	-2.6%
CC[N+]1(C)CCC2C(C1)c1cc(C)ccc1N2C(=O)c1ccccc1Cl (configuration not stated)
    72.4%[activator]	4.8%
Cc1ccc(Cn2c(C(=O)O)c(CNCc3ccccc3Cl)c3ccc(C)cc32)cc1
    -3.0%	-10.5%
CCc1ccc(NC(=O)C(=O)NCC(c2cccnc2)N2CCN(Cc3ccccc3)CC2)cc1 (configuration not stated)
    -11.1%	-6.2%
CCc1ccc(C(=O)N2CCN(c3cc(Cl)ccc3C)CC2)s1
    -16.6%	-14.9%
Cc1cc(C)cc(NC2=CC(c3cccc(F)c3)N(c3cc(C)cc(C)c3)C2=O)c1 (configuration not stated)
    10.8%	4.7%
CC(NC(=O)c1nn(C)c(=O)c2ccccc12)c1ccc(Cl)cc1 (configuration not stated)
    1.6%	6.2%
CCCCN(CCCC)c1nc(-c2ccccc2)nc2ccccc12
    -4.4%	-22.1%
COC1=C(OC)C(=O)c2ccccc2C1=O
    44.7µM*	-16.7%
CCC(C(=O)N1CCN(c2ccccc2F)CC1)n1nc(C)c2sc3ccccc3c2c1=O (configuration not stated)
    u	u
O=C(O)c1ccccc1Oc1ccccc1
    0.3%	-8.4%
O=C(COC(=O)c1n[nH]c(=O)c2ccccc12)NCc1ccccc1
    -6.0%	-14.7%

Copied from the list.
AID inh, Cc1cc(C)cc(NC2=CC(c3cccc(F)c3)N(c3cc(C)cc(C)c3)C2=O)c1 (configuration not stated) → 10.8%
AID inh, CCCCN(CCCC)c1nc(-c2ccccc2)nc2ccccc12 → -4.4%

Additional entries follow.
Every second line gives: AID inh	UDG counter
CCCOc1ccc(CNC(=O)CCCn2ncn3c(cc4sc(CC)cc43)c2=O)cc1
    -3.2%	6.6%
COc1ccc(CN2C(=O)C(NC(=O)c3cccc(C)c3)(C(F)(F)F)N=C2c2ccccc2)cc1 (configuration not stated)
    14.3%	5.9%
CCOC(C(=O)N(CC)CC(=O)NCc1cccs1)(c1ccccc1)c1ccccc1
    -1.9%	-3.3%
CC1=C(c2ccc(F)cc2)S(=O)(=O)N=C1N1CCC(C(=O)NCCc2ccco2)CC1
    5.5%	-19.8%
Cc1cc(OC(C)C(=O)NC2CC(C)(C)NC(C)(C)C2)c2c(C)cc(=O)oc2c1 (configuration not stated)
    6.4%	6.5%
Cc1cc(=O)oc2cc(OCC(=O)NCC3(N4CCCCC4)CCCCC3)ccc12
    8.7%	10.1%
COc1ccc(Cl)cc1NS(=O)(=O)c1ccc2[nH]c3c(c2c1)CCCC3
    8.0%	-6.2%[57.5 µM]
Fc1ccc(C2=Nc3ccc(Br)cc3NC(c3cccs3)=N2)cc1
    -3.0%	-6.4%
CCOc1ccc(Br)cc1C(=O)Oc1ccc(C)cc1Br
    -2.6%	-4.0%
CCOc1ccc(S(=O)(=O)NCc2ccco2)cc1C(C)C
    -7.3%	0.3%
COc1ccc(-c2nc3c4ccccc4n(CC(=O)N4CCN(c5ccc(F)cc5)CC4)c(=O)n3n2)cc1
    -28.5%	-14.8%[57.5 µM]
Cc1ccc(C)c(-n2cc(-c3ccccc3)nc2SCC(=O)Nc2ccccc2)c1
    -26.1%	-7.2%
Cc1ccc(C)c(NC(=O)CSc2nc3c(c(=O)[nH]2)CCCC3)c1
    1.3%	-4.7%
COc1ccc(CCc2nnc(NS(=O)(=O)Cc3ccccc3)s2)cc1
    -7.3%	9.5%
CC(C)c1ccc(-c2nnn(Cc3cc4c(cc3Br)OCO4)n2)cc1
    -12.8%	-9.4%
COC(=O)c1ccc(CSc2nc3ccncc3n2Cc2ccc(F)cc2)cc1
    -13.1%	-4.1%
COc1ccc(C(=O)N2CCN(c3nc4ncccc4o3)CC2)cc1C#N
    8.9%	-5.3%
CCCN(CCC)C(=O)Cn1c(=O)n(-c2ccc(C)cc2)c(=O)c2ccc(C(=O)NCc3ccccc3Cl)cc21
    11.0%	17.5%
CCOc1ccc(NC(=O)CCNS(=O)(=O)c2cccs2)cc1
    12.8%	6.6%
CC(=O)N1CCc2cc(CNS(=O)(=O)c3ccc(F)cc3)ccc21
    -7.3%	5.2%[57.5 µM]
Cc1ccc(S(=O)(=O)c2cn(Cc3ccccc3Cl)c3ccc(F)cc3c2=O)cc1
    -25.6%	-26.5%
Cc1[nH]c2ccccc2c1C(c1ccccc1F)c1c(C)[nH]c2ccccc12
    101.1%[activator]	-12.7%
Cc1ccc(-c2cc3ccccc3n2C)cc1
    39.1%[activator]	-0.3%
CC(C)(C)CC(=O)N1CCN(CCc2ccccc2)CC1
    1.1%	3.8%
Cc1ccccc1C(=O)Nc1ccc(C(=O)OCc2cc(=O)n3c4c(sc3n2)CCCC4)cc1
    u	-12.0%
Cc1ccc(C(=O)Nc2cccc(OCc3cc(=O)n4c5c(sc4n3)CCCC5)c2)cc1
    2.1%	-6.7%
Cc1cc(Cl)c2[nH]ncc2n1
    -2.8%	2.6%
CCCCCN(CCCCC)C(=O)C(CCC(=O)O)NC(=O)c1ccc(Cl)c(Cl)c1 (configuration not stated)
    -22.2%	-8.7%
CCCn1c(=O)c2sccc2n2c(CCCC(=O)N3CCN(c4ccccc4)CC3)nnc12
    -18.2%	-2.3%
Cc1cc(Br)ccc1NC(=O)c1cc2c(s1)-c1ccccc1SC2
    7.1%	-4.7%
Clc1ccc(CN2C3=NCCN3c3ccccc32)c(Cl)c1
    -11.4%	-10.4%
O=C(Nc1ccc(Br)cc1)C1CCN(c2cnccn2)CC1
    1.9%	5.9%

Another view of part of the listing above.
| mol | AID inh | UDG counter |
| --- | --- | --- |
| CC(C)(C)CC(=O)N1CCN(CCc2ccccc2)CC1 | 1.1% | 3.8% |
| Cc1ccccc1C(=O)Nc1ccc(C(=O)OCc2cc(=O)n3c4c(sc3n2)CCCC4)cc1 | u | -12.0% |
